Arrestin-AP2 inh – inhibitors of beta-arrestin/AP2 binding, primary screen, biochemical, GPCR trafficking, flow cytometry; beta-arrestin 1 C-terminal peptide binding to AP2 beta2-adaptin appendage (human); FITC-arrestin peptide / GST-AP2 beads; AP2 beta2 appendage carries R879A mutation; inhibition, % at 10 µM; actives 0.31% (n = 340,000);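 active means inhibition above a set limit, near 3 SD of compounds lacking own fluorescence, cut at about 54% in these data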;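 further: plate controls were DMSO wells for no effect and 5 µM unlabelled arrestin peptide for full effect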
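Assay system: GST-AP2 R879A bound to glutathione beads, E. coli-expressed; Medium: PBS with 0.05% Tween 20 and 0.1% BSA; Also added: fluorescein-tagged arrestin peptide at 50 nM final; Timing: 12 min plus 1 h, RT; Measured by: flow cytometry, FL1 (488/535 nm); Evaluation: percent drop in bead-associated FITC signal.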
dFosB act – activators of delta FosB homodimer, primary screen, biochemical, fluorescence polarization, TAMRA-CDK5 oligo, single point | purified delta FosB; percent of positive-control signal above neutral wells | actives 0.99% (n = 340,000) | activation, % at 25 µM | Protein FosB (Mus musculus), P13346;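 active means mean activation above about 17%, with every replicate also reaching it, limit read from the data, passing the limit was not always enough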;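 further: fluorescence polarization rise as delta FosB binds a TAMRA Cdk5 AP-1 oligo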
MITF TRPM1 HTS – activators of MITF-driven TRPM1 promoter reporter, primary screen, cell-based, SK-MEL-5, luciferase, single point. actives 0.75% (n = 300,000). activation, % at 12.5 µM. SK-MEL-5 TRPM1-promoter luciferase, 24 h; % of positive control, neutral wells = 0;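 active means mean activation of at least 80% with every replicate also reaching 80%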;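 further: 0% = neutral control wells and 100% = parthenolide positive control wells; values of inactives mirror those of a sister screen read the other way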
PKA-R1A act – activators of PKA-R1A holoenzyme, primary screen, biochemical, fluorescence polarization, Cy5-IP20, bovine R1A, mouse PKAc. cAMP-dependent protein kinase type I-alpha regulatory subunit (Bos taurus) + …. PKA-R1A dissociation; scaled: DMSO 0%, 113 µM cGMP 100%. activation, % at 11.4 µM. actives 0.083% (n = 340,000);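 active means percent activation above the mean of all tested compounds plus 3 SD, cut at about 19% in these data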;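 further: higher means more PKAc released from R1A so a rise in polarization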
CDK5 inh – inhibitors of human CDK5/p35 kinase, primary screen, biochemical, single concentration; Recombinant CDK5/p35, ADP-Glo luminescence, 60 min; inhibition, % at 10 µM; actives 0.01% (n = 330,000); AID 488839, 2010; Cyclin-dependent kinase 5 (Homo sapiens) + Cyclin-dependent kinase 5 activator 1 (Homo …;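 active means highest replicate inhibition of at least 50% and at least 75% of replicates reaching 50%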;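 further: plate controls were DMSO neutral control for no effect and GW8510 at 10 µM for full effect; many of its hits are not listed in these tables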
NSD2 inh – NSD2 histone methyltransferase inhibitors, primary screen, biochemical, AlphaScreen, single concentration, set 2; Histone-lysine N-methyltransferase NSD2 (Homo sapiens), O96028; NSD2 peptide methylation, 120 min; inhibition, % at 12.5 µM; actives 0.54% (n = 310,000); in the data active means inhibition above about 50%
DSG3 Ab inh – inhibitors of pemphigus antibody binding to DSG3, primary screen, biochemical, bead-based, flow cytometry, scFv-GFP; Desmoglein-3 (Homo sapiens), P32926; DSG3-coupled beads, scFv-anti-DSG3-GFP binding; active compounds read low; binding (percent of control), % at 10 µM; actives 0.48% (n = 310,000);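 active means binding more than 3 SD below its plate's average and above zero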;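 further: hits lower antibody fragment binding to DSG3; some compounds called inactive have numbers as strong as hits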
Mot1-301 SUMO – yeast Mot1-301 growth rescue at high temperature, primary screen, SUMOylation pathway inhibitor project, S. cerevisiae, ATP luminescence, 38.5C; S. cerevisiae Mot1-301 growth rescue; percent above DMSO median, 100 means doubled; growth rescue, % at 18.8 µM; actives 1% (n = 320,000);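 active means every valid replicate shows activation above 250% relative to neutral control wells; inactive means the rest, any valid replicate at or below 250%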;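 further: OY570 slx delta 5 strain wells were the positive control but not used for scaling; some compounds called inactive have numbers as strong as hits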
SR-BI uptake up – activators of SR-BI mediated DiI-HDL uptake, primary screen, ldlA[mSR-BI] CHO cells, DiI fluorescence; 3 h; 100 = double the neutral-control signal; actives 0.096% (n = 320,000); activation, % at 12.5 µM;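 active means mean replicate activation of at least 60% and every replicate at or above 60%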;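 further: 0% = median plate neutral-control signal and 100% = twice that signal; values of inactives mirror those of a sister screen read the other way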
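Assay system: LDL receptor-deficient CHO ldlA cells overexpressing murine SR-BI / Medium: BSA-supplemented, HEPES-buffered Ham's F12, pH 7.4 / Probe or stimulus: DiI-labelled HDL at 10 µg/mL final / Timing: compound with DiI-HDL co-incubation, 3 h at 37 °C / Technique: bottom-read cell fluorescence after medium removal, ex 550/em 595 nm / Measure: HDL uptake via cellular fluorescence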
PKA-R2B activ – activators of PKA-R2B holoenzyme, primary screen, biochemical, fluorescence polarization, Cy5-IP20, human; activation, % at 11.4 µM; actives 0.079% (n = 340,000); cAMP-dependent protein kinase catalytic subunit beta (Homo sapiens) + cAMP-dependent …; PKA-R2B holoenzyme dissociation; R2B truncated from residue 108, S112A mutant; 0% DMSO only, 100% 113 µM cGMP;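 active means activation above a cutoff set at the mean over all compounds plus 3 SD, cut at about 18% in these data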;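 further: higher means more holoenzyme dissociation and a rise in polarization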
Target sequence (P31323 whole entry, looked up, other chains not shown, the tested form may be a part): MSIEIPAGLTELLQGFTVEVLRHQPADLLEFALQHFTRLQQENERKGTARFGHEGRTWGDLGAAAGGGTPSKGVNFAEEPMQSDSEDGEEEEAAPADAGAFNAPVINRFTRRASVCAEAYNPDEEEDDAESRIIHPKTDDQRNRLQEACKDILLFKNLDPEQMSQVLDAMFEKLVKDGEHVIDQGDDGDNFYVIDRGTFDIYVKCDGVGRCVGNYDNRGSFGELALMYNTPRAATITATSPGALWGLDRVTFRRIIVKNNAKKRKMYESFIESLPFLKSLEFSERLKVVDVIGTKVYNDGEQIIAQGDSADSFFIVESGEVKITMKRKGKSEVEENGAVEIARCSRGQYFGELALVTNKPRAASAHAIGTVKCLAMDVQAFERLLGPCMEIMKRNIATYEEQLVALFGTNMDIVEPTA
SR-BI DiI inh – inhibitors of SR-BI mediated HDL lipid uptake, primary screen, ldlA[mSR-BI] cells, fluorescence, single point. ldlA[mSR-BI] CHO cells, DiI-HDL uptake fluorescence, 3 h. actives 0.96% (n = 320,000). inhibition, % at 12.5 µM. Scavenger receptor class B member 1 (Mus musculus), Q61009;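 active means mean replicate inhibition of at least 70% and a set share of replicates each scoring 70 or more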;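 further: 0% = median of neutral control wells and 100% = median of positive control wells; values of inactives mirror those of a sister screen read the other way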
Target sequence (Q61009 whole entry, looked up): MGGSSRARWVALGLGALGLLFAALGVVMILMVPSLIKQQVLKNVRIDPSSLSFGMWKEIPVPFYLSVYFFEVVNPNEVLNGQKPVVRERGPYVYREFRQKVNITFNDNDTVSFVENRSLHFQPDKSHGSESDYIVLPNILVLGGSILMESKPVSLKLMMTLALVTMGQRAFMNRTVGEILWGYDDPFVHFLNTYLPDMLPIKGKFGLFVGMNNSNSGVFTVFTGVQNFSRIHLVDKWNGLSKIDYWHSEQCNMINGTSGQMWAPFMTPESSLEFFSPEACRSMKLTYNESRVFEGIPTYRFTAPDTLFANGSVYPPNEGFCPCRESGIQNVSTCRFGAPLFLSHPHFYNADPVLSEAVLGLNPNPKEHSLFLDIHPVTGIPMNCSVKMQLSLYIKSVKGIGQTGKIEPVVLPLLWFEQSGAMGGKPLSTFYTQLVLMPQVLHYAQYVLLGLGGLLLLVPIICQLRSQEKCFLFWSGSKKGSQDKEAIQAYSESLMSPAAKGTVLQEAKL
Active calls of the source: *; . = not tested or not shown.

SMILES	Arrestin-AP2 inh	dFosB act	MITF TRPM1 HTS	PKA-R1A act	CDK5 inh	NSD2 inh	DSG3 Ab inh	Mot1-301 SUMO	SR-BI uptake up	PKA-R2B activ	SR-BI DiI inh
O=C(c1cc(-c2ccccc2)nc2ccccc12)N1CCCC1	-17.9	-5.3	-10.0	4.3	1.9	-0.3	.	-3.2	-18.2	-10.7	18.2
COc1ccc(C(=O)NNC(=S)NC(=O)c2cc(-c3ccccc3)nc3ccccc23)cc1	7.7	-12.9	1.7	-3.5	0.1	5.2	60.1	-15.3	-5.4	-1.3	5.4
CCC(=O)N(CCc1ccccc1)Cc1cc2ccc(OC)cc2[nH]c1=O	16.9	-7.2	1.3	-0.8	-3.2	0.4	96.4	25.7	10.8	-5.0	-10.8
COc1ccccc1C(CNC(=O)c1cccc(S(=O)(=O)Nc2ccc(F)cc2)c1)N1CCCC1 (centres undefined)	-13.8	-0.9	10.7	-2.0	1.1	9.7	.	.	2.9	-4.1	-2.9
Cc1cccc(N/C(N)=N/c2nc(C(F)(F)F)cc(=O)[nH]2)c1C	19.9	1.5	0.2	-12.4	0.7	-3.1	109.4	215.2	37.9	0.4	-37.9
O=C(Nc1nnc(-c2cccs2)s1)C1CC1	-17.6	-1.9	23.1	-6.7	0.7	.	.	15.9	8.6	-6.1	-8.6
CC(C)CCN(C)C1CCN(S(=O)(=O)c2cccc(C(F)(F)F)c2)CC1	9.5	-1.4	8.5	7.8	-0.2	.	.	162.4	32.9	3.5	-32.9
O=C(c1ccccc1)N1CCN=C1c1ccccc1	2.5	1.3	-1.6	-7.2	0.4	0.4	96.8	18.2	45.2	2.5	-45.2
CCOc1cc(NC(=S)Nc2ccccc2)c(OCC)cc1NC(=O)c1ccc(OC)cc1	8.2	-1.9	-10.1	11.2	1.1	1.2	102.3	-1.0	-88.8	-1.0	88.8*
Cc1cc(Cl)ccc1OCCCC(=O)NN	-15.4	-1.4	4.3	-7.3	-0.2	0.2	101.3	-3.7	11.0	1.1	-11.0
CCN(CC(=O)Nc1ccccc1C(F)(F)F)C(=O)c1ccccc1SCC(=O)N1CCCC1	0.1	0.2	-0.9	-0.8	0.6	0.5	121.2	16.0	5.1	-4.1	-5.1
CC(=O)c1cccc(Nc2c([N+](=O)[O-])c(=O)oc3ccccc23)c1	-10.1	2.3	.	2.0	-3.0	7.7	106.9	-22.7	9.1	-8.4	-9.1
CCN(CC)S(=O)(=O)c1ccc(C(=O)NN(C)C2=NS(=O)(=O)c3ccccc32)cc1	26.2	-6.0	-9.1	-17.4	1.1	-1.1	97.0	6.3	5.5	4.3	-5.5
O=C1CSC(=Nc2cccc(C(=O)O)c2)N1	-2.6	-0.2	-8.0	-9.8	-0.5	0.6	95.4	38.2	0.8	5.7	-0.8
O=C(CCc1ccccc1)N=C1SC2CS(=O)(=O)CC2N1Cc1ccc(F)cc1 (centres undefined)	3.7	-1.2	-2.2	-1.7	.	-3.6	97.6	0.8	1.8	-0.1	-1.8
Cn1nc(C(F)(F)F)c2cc(NC(=O)OCc3ccc(C(C)(C)C)cc3)sc21	6.3	-6.9	-1.8	-3.3	-2.7	-0.7	112.7	.	-5.4	0.4	5.4
CCOC(=O)N1CCN(C(=O)c2ccccc2SCC(=O)NCC2CCCCC2)CC1	-7.2	-1.9	-9.7	-9.8	-4.1	-1.4	104.6	166.9	7.2	-17.6	-7.2
Cc1cccn2c(=O)c3cc(C#N)c(=NC(=O)c4cccs4)n(CCCOC(C)C)c3nc12	-1.5	-14.5	.	-7.6	0.0	-1.3	.	6.2	-10.9	2.8	10.9
O=C(CNS(=O)(=O)c1ccc(C(=O)N2CCCCC2)cc1)N1CCCCC1	0.4	1.6	.	-1.4	0.9	3.7	98.3	.	-11.7	-1.2	11.7
CCCCCN1C2=NCCN2c2ccccc21	2.6	-10.2	0.3	-0.1	-4.9	-0.6	.	-10.8	2.8	-12.1	-2.8
CCOC(=O)C1CN(S(=O)(=O)c2cccs2)c2ccc(CC(=O)OC)cc2O1 (centres undefined)	25.6	-10.1	-4.7	3.5	0.9	-0.4	108.6	7.3	13.9	-7.0	-13.9
CCOC(=O)CSc1nnc(CNC(=O)c2ccc(OC)cc2)n1-c1ccc(OC)cc1	20.4	3.9	.	-9.1	-5.4	.	103.6	-17.9	-3.2	0.6	3.2
CCN(CC)S(=O)(=O)c1ccc2nnn(OCC(=O)Nc3cccc(C#N)c3)c2c1	1.5	-5.9	.	-0.5	0.8	-5.3	.	8.6	-48.7	3.8	48.7
Cc1cc(F)ccc1S(=O)(=O)N1CCCOC1CNC(=O)C(=O)NCc1ccccn1 (centres undefined)	-2.9	3.4	6.8	-12.6	-2.0	-3.6	104.8	-5.2	.	8.1	15.5
C=CCn1c(-c2ccc(OC)cc2)nc2nc3ccccc3nc21	4.8	-11.2	.	-5.5	3.6	66.9*	96.6	53.3	-22.8	-5.0	22.8
O=C(NCC(c1ccco1)N1CCCCC1)c1ccc(COc2ccccc2)cc1 (centres undefined)	29.0	0.8	11.4	-5.1	1.2	-0.3	103.0	-1.9	-9.0	-8.3	9.0
COc1ccc(S(=O)(=O)N2CCN(Cc3cc(OC)c(O)c(OC)c3)CC2)cc1	10.7	7.6	.	4.1	-1.9	5.8	98.4	23.0	-1.1	-4.0	1.1
CCOCCCn1c(=S)[nH]c2cc(C(=O)NCCc3ccccc3)ccc2c1=O	-5.0	1.3	7.0	8.4	2.2	1.7	89.7	126.5	5.9	5.2	-5.9
CCNC(=S)N1CCN(c2nc(CC)nc3sc4c(c23)CCCC4)CC1	4.7	-4.8	.	-7.3	2.6	0.8	120.8	21.5	-29.1	0.3	29.1
CSc1ccccc1C(=O)C1CCCN(S(=O)(=O)c2c(C)noc2C)C1 (centres undefined)	31.4	-9.8	-5.7	-8.8	2.2	0.2	107.2	29.8	-37.8	0.6	37.8
COc1ccccc1Cc1nc(-c2cccnc2)no1	2.5	-1.7	.	4.8	5.4	-2.9	112.5	-16.9	-8.8	-6.5	8.8
CC(=O)Nc1sc(N/N=C\c2ccccc2)nc1-c1cccs1	-0.1	-7.4	-9.4	1.0	-4.2	1.8	88.2	-6.4	-50.4	-19.6	50.4
CC(=O)Nc1ccc(S(=O)(=O)Nc2ccc(S(=O)(=O)N3CCCCCC3)cc2)cc1	25.1	-11.9	-0.9	-5.8	-0.8	.	.	.	-5.3	0.4	5.3
CN(CC(=O)Nc1c(Cl)cccc1Cl)C(=O)Cc1ccsc1	6.0	-2.0	-14.3	4.3	0.6	1.2	92.0	2.5	9.0	-1.3	-9.0
CCCn1c(O)c(/C=C2\C=NN=C2c2ccccc2)sc1=S	-7.6	2.1	1.1	11.8	-1.6	2.5	102.2	.	-67.2	-11.2	67.2
COc1cc2c(cc1OC)CN(C(=O)CN1C(=O)c3ccc([N+](=O)[O-])cc3C1=O)CC2	10.1	-1.4	-10.0	-7.3	-6.2	-0.3	109.0	-2.9	-0.1	-1.3	0.1
COc1ccc([N+](=O)[O-])cc1/C=N/NC(=O)CNC(=O)c1cccc(F)c1	12.2	-4.3	5.6	-4.7	0.4	-0.5	81.4	5.9	7.4	-6.4	-7.4
Cc1cccc(CN2[C@@H](CC(C)C)COCCS2(=O)=O)c1	5.8	-5.5	6.3	3.1	0.1	.	102.5	-1.3	-5.3	7.7	5.3
CCOC(=O)c1ccc(NC(=O)CCC(CC)C(=O)O)cc1 (centres undefined)	15.3	-6.2	1.9	-12.6	0.1	0.3	115.4	-9.1	1.5	-6.1	-1.5
COc1ccccc1-c1c(C)nn2c(N3CCCCCC3)cc(C)nc12	-8.6	-6.1	-11.5	2.6	-3.4	.	106.9	.	-53.2	-0.3	53.2
O=c1oc(-c2ccccc2F)nc2c1cnn2-c1ccccc1	-0.7	-7.7	-43.9	3.9	-1.8	1.8	86.3	135.3	3.1	-4.8	-3.1
Cc1onc(-c2c(F)cccc2Cl)c1C(=O)N1CCc2ccccc21	-0.1	-3.5	-11.3	-7.1	0.7	-0.3	95.8	-8.7	22.0	-0.5	-22.0
COc1cc(/C=C2/S/C(=N/S(=O)(=O)c3ccccc3)NC2=O)c([N+](=O)[O-])cc1OC	-3.4	-5.6	-13.0	8.5	-0.9	8.3	102.2	8.5	25.8	9.2	-25.8
CC(C)(C)NCC(O)Cn1cc(C=O)c2ccccc21 (centres undefined)	2.4	-9.6	-5.8	-17.0	1.6	-0.8	109.6	6.5	.	-11.9	.
OCC[C@@H]1C[C@H](O)[C@@H](O)[C@@]2(Cc3ccccc3O2)O1	16.3	-3.6	1.1	-7.3	0.1	.	101.7	-25.8	23.8	3.3	-23.8
NC(=O)c1ccc2c(=O)n3c(-c4cc(Cl)c(N)c(Cl)c4)csc3nc2c1	3.8	8.5	-5.4	5.4	0.1	.	100.0	27.5	-15.4	-4.3	15.4
CCN1C(=O)[C@H]2[C@@H](c3ccc(-c4cc(C(C)=O)cs4)cc3)N3CCCC[C@@]3(C(=O)OC)[C@H]2C1=O	24.4	1.3	12.4	1.4	0.5	.	101.8	22.0	20.4	-14.6	-20.4

Screening data (PubChem BioAssay)
